# KCNQ2 inh: KCNQ2 channel blockers in CHO-K1 cells – cell-based, FluxOR thallium flux, B-score, primary screen (AID 2156); 20 min; active compounds read low; O88943; 310,000 tested, 1.1% active; B-score at 10 µM;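 active = fluorescence ratio B-score at most minus 3 library SDs, with starting brightness B-score within 2 library SDs, cut at about -5.5 in these data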
# Kir21 block: Kir2.1 (mouse) channel inhibition; HEK293-Kir2.1, FluxOR thallium flux fluorescence; active compounds read low; B-score at 10 µM; 310,000 tested, 0.85% active;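 active = fluorescence ratio B-score at or below minus 3 SD of library scores, with starting-brightness B-score within 2 SD, cut at about -4.2 in these data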;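 also: channel flux triggered by added potassium and thallium sulfate stimulus; B-score of peak minus minimum fluorescence over baseline after thallium stimulus; more negative B-score means stronger Kir2.1 block with less thallium influx; some compounds called inactive have numbers as strong as hits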
# Target sequence (P35561 whole entry, looked up): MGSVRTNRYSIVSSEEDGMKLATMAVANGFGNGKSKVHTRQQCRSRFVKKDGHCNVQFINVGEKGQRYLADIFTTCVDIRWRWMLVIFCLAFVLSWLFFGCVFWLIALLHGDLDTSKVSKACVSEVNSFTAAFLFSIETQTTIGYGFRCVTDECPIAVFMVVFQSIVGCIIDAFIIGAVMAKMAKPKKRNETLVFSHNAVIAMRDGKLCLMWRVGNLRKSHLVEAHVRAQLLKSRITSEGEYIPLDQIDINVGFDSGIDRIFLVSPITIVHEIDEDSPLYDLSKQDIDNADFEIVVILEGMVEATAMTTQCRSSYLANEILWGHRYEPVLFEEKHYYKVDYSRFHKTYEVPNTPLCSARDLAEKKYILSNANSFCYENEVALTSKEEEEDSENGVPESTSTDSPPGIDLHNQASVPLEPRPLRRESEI
# STK33 kinase inh: blocks human STK33 kinase activity; AID 2661; 320,000 tested, 0.073% active; purified STK33, MBP phosphorylation, ADP-Glo luminescence; inhibition, % at 10 µM;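 active = inhibition at or above 25%, using the most active replicate where run in duplicate; inactive = inhibition below 25%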
# Target sequence (Q9BYT3 whole entry, looked up): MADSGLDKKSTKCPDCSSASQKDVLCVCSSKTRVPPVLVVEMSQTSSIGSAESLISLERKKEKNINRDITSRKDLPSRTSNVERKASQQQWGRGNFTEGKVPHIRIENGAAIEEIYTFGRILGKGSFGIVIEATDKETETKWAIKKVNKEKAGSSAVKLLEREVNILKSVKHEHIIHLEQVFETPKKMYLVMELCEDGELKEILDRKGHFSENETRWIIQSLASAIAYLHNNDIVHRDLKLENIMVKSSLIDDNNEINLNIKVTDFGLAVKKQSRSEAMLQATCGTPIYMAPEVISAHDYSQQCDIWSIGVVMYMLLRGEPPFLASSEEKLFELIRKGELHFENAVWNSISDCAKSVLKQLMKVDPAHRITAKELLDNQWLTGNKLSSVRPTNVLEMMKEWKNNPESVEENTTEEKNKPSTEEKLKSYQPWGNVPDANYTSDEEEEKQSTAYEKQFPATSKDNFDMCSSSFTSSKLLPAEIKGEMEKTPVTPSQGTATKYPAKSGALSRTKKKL
# An asterisk follows results filed as active; i = inactive; / = no result given. Compounds were not picked by outcome, and some 1.9% of all compounds hit somewhere here.
SMILES	STK33 kinase inh	KCNQ2 inh	Kir21 block
N#Cc1c(C(F)(F)F)cc(-c2ccccc2Cl)[nH]c1=O	-0.4	i	1.45
COc1ccc(CNC(=O)C23CC4CC(CC(Br)(C4)C2)C3)cc1	-2.6	i	-0.32
COCCNC(=O)CSc1nnc(CCCN2C(=O)c3cccc4cccc(c34)C2=O)n1-c1ccccc1	-1.6	i	0.01
COCCn1c(C)cc(/C=C2/NC(=O)N(c3ccc(Cl)cc3)C2=O)c1C	0.6	i	0.4
CN1CCN(C(=O)CCCOc2cc(=O)n(C)c3ccccc23)CC1	-1.6	i	0.32
O=C(c1ccco1)n1nc(-c2ccccc2)nc1SCc1ccccc1	-1.5	i	0.59
Cn1c(=O)oc2cc(S(=O)(=O)N3CCC(C(=O)NCc4cccs4)CC3)ccc21	-0.3	i	0.05
CC(=O)Nc1ccc(S(=O)(=O)N2CCN(C(=O)N3CCCC3)CC2)cc1	-1.9	i	-0.04
COc1ccc(N(C(=O)c2ccccc2C)S(=O)(=O)c2cccs2)cc1	0.7	i	1.88
c1ccc(N2CCN(c3ncnc4c3oc3ccccc34)CC2)cc1	-0.5	i	1.11
O=C(Nc1cccc(OC(F)(F)F)c1)c1ccc(Br)o1	-2.6	i	-0.34
O=C1NC(=Nc2ccccc2)CS1	-0.8	i	0.69
CCOc1cc(CN2CCCC(N3CCc4ccccc4C3)C2)ccc1O (configuration not stated)	2.0	i	-0.8
CCOc1cc(C#N)ccc1OCC(=O)N1CCc2ccccc2C1	-4.1	i	-1.91
Nc1nnnn1/N=C/c1ccccc1OCc1ccc(Cl)cc1Cl	0.8	i	1.32
CN(C)c1ccc(C2C=C(c3ccc(Cl)cc3OC(F)F)Nc3ncnn32)cc1 (configuration not stated)	-1.6	i	0.36
C=CCc1c(C)nc(SCC(N)=O)[nH]c1=O	-1.0	i	0.63
Cc1nnc(SCC(=O)N2CCC(C(=O)Nc3nccs3)CC2)n1Cc1ccccc1	/	i	-0.01
O=C(C1CCN(S(=O)(=O)c2cccc3cccnc23)CC1)N1CCN(C2CCCC2)CC1	-0.6	i	-1.8
O=C(NC1CCCCC1)N1CCCC(CNS(=O)(=O)Cc2ccccc2)C1 (configuration not stated)	-0.7	i	-0.37

# Later entries
SMILES	STK33 kinase inh	KCNQ2 inh	Kir21 block
C/C(=N\N1CCN(Cc2ccccc2Cl)CC1)c1ccc([N+](=O)[O-])cc1	1.1	i	-0.1
O=c1c(Cc2ccccc2)c(O)ccn1C1CCCCCCC1	-2.7	i	1.23
Clc1ccc(SCCOCCN2CCOCC2)cc1	-0.5	i	0.41
O=C(COC(=O)c1ccc(Br)o1)NCCCc1ccccc1	-0.8	i	-0.77
CCn1c(=O)cc(SCC(=O)N2CCN(C)CC2)c2ccccc21	-0.6	i	0.76
Cc1cccc(N(Cc2cc(=O)[nH]c3ccccc23)C(=O)CCl)c1	-1.5	i	-0.43
Cc1ccc(C(=O)C2=C(O)C(=O)N(c3ncccn3)C2c2ccccc2F)o1 (configuration not stated)	-0.3	i	0.11
CCCCCCCCCCCCN1C/C(=C\C(=O)OCC)c2cc(C(F)(F)F)ccc2S1(=O)=O	0.6	i	2.02
Cc1ccc(C)c2[nH]c(=O)c(C(c3nnnn3Cc3ccco3)N3CCc4ccccc4C3)cc12 (configuration not stated)	1.2	i	-1.25
CSc1nnc(-c2sc3cc(C(F)(F)F)cnc3c2-c2ccccn2)n1C	-1.2	i	2.19
CC(C)(C)c1ccc(-c2nc(N)nc(N)n2)cc1	-3.4	i	-2.44
O=S(=O)(NCc1ccccc1)c1ccc(Br)s1	-1.1	i	-2.02
CN(C)NC(=O)c1ccsc1NC(=O)c1ccc(S(=O)(=O)N2CCCC2)cc1	2.7	i	-0.68
CN(CC(=O)O)S(=O)(=O)/C=C/c1ccccc1	-0.3	i	-1.85
O=C(CN1C(=O)c2cccnc2Oc2ccc(Cl)cc21)NC1CCCCCC1	-0.9	i	-0.63
N#CC1=C(S)N(c2ccccc2)C(c2ccco2)NC1=O (configuration not stated)	-0.2	i	3.49
S=c1[nH]nc(Nc2cccc(Cl)c2)s1	-0.2	i	0.49
Cc1cccc2[nH]c3c(N4CCC5(CC4)OCCO5)ncnc3c12	0.7	i	-0.07
COc1ccc(C(C(=O)NC2CCCCC2)N(C(=O)c2snc(C(N)=O)c2N)c2ccc(OC)cc2OC)cc1 (configuration not stated)	-1.3	i	0.06
O=C(NCc1ccncc1)C(=O)NCC(c1ccccc1)c1ccccc1	0.5	i	-0.22

# Six successive records out of the list so far, quoted:
SMILES	STK33 kinase inh	KCNQ2 inh	Kir21 block
O=C(CN1C(=O)c2cccnc2Oc2ccc(Cl)cc21)NC1CCCCCC1	-0.9	i	-0.63
N#CC1=C(S)N(c2ccccc2)C(c2ccco2)NC1=O (configuration not stated)	-0.2	i	3.49
S=c1[nH]nc(Nc2cccc(Cl)c2)s1	-0.2	i	0.49
Cc1cccc2[nH]c3c(N4CCC5(CC4)OCCO5)ncnc3c12	0.7	i	-0.07
COc1ccc(C(C(=O)NC2CCCCC2)N(C(=O)c2snc(C(N)=O)c2N)c2ccc(OC)cc2OC)cc1 (configuration not stated)	-1.3	i	0.06
O=C(NCc1ccncc1)C(=O)NCC(c1ccccc1)c1ccccc1	0.5	i	-0.22

# Following part.
SMILES	STK33 kinase inh	KCNQ2 inh	Kir21 block
COc1ccc(S(=O)(=O)N2CCCC2)c2ccccc12	-0.3	i	-0.29
Cc1cc2nc(N3CCN(C(=O)c4cccs4)CC3)sc2cc1C	-0.7	i	0.55
CCCCCC(=O)NNC(=O)Cc1ccc([N+](=O)[O-])cc1	-0.4	i	0.02
CCC(C)Nc1nc(OCC(F)(F)F)nc(OCC(F)(F)F)n1 (configuration not stated)	-1.8	i	-0.54
CCCCCC1CC(/C(C)=N/NC(N)=O)OC1=O (configuration not stated)	0.2	i	-0.47
Cc1ccc2c(c1)cc(CN(Cc1ccco1)C(=O)COc1ccccc1)c1nnnn12	0.7	i	-1.85
Brc1ccc(-c2cnc(-c3cccs3)o2)cc1	0.4	i	0.58
COc1cc(Cl)ccc1OCc1cc(C(=O)N2CCCC(OC)C2)no1 (configuration not stated)	-1.0	i	0.27
COc1ccc(NS(=O)(=O)c2cccc(C(=O)NCCCn3ccnc3)c2)cc1	-0.9	i	-1.25
CCc1cc(-c2nnc(SCC(=O)NC3CC3)n2C)cs1	-3.2	i	1.98
CCCOc1ccc(/C=N\NC(=O)CCc2n[nH]c(=O)[nH]c2=O)cc1OC	-1.6	i	1.72
COc1cc(OC)c2ccc(=O)oc2c1C(CCN1CCCCC1)c1ccc(N(C)C)cc1 (configuration not stated)	0.2	i	-0.58
COc1ccc(-c2onc(C)c2C)cc1S(=O)(=O)NCCc1ccco1	-0.1	i	0.02
CCc1ccc(NC2=NCC(c3ccccc3)S2)cc1 (configuration not stated)	-2.9	i	-1.23
COC(=O)c1cc(S(=O)(=O)N2CCN(c3cccc(C)c3C)CC2)c[nH]1	7.4	i	-2.38
CCC(=O)Nc1cc(C)c(NC(=O)CCc2ccccc2)cn1	0.3	i	1.62
Cc1cc(NC(=O)CS(=O)(=O)c2cn(Cc3cccc(F)c3)c3ccccc23)no1	-2.7	-5.69*	-2.14
Cc1cc(C)nc(NS(=O)(=O)c2ccc(NC(=O)c3cc(=O)c4ccccc4o3)cc2)n1	-2.2	i	-0.6
CCC(SCC(=O)OC)C(=O)Nc1nnc(C(C)C)s1 (configuration not stated)	0.6	i	-0.18
COc1ccc(Cl)cc1N1C(=NC(=O)C2CCCCC2)SC2CS(=O)(=O)CC21 (configuration not stated)	-0.7	i	0.09

# New compounds follow
SMILES	STK33 kinase inh	KCNQ2 inh	Kir21 block
CC(C)Oc1ccc(N2CC(C(=O)Nc3ccc4c(c3)OCO4)CC2=O)cc1 (configuration not stated)	0.1	i	1.51
Cc1c(OCC(=O)NC(Cc2ccc(Cl)cc2)C(=O)O)ccc2c(-c3ccccc3)cc(=O)oc12 (configuration not stated)	4.5	i	0.8
O=C(Nc1ccc(Cl)cc1)C1C2C=CC3(O2)C1C(=O)N(CCCN1CCCCC1)C3C(=O)NC1CCCCC1 (configuration not stated)	-0.4	i	0.29
Cc1nn(-c2ccccc2)c(C)c1/C=N/NC(=O)c1ccc(F)cc1	-0.3	i	1.51
Cn1ccsc1=NC(=O)c1ccc(CS(C)(=O)=O)cc1	-0.4	i	-0.45
Oc1ccccc1CNc1nc2ccccc2n1CCN1CCCCC1	0.3	i	-1.53
O=C(NCCNC(=O)c1ccco1)c1ccco1	-0.7	i	0.36
COc1ccc(C)cc1S(=O)(=O)NCC(c1ccco1)N1CCc2ccccc2C1 (configuration not stated)	0.1	i	-2.06
Cc1cc(N2CCCCCC2)nc2ccc(F)cc12	-1.4	i	-0.15
COc1ccc(C)cc1-n1[nH]nnc1=S	-0.5	i	0.53
CC(=O)c1ccc(S(=O)(=O)N2CCCC(N(C)CCc3ccccn3)C2)cc1 (configuration not stated)	/	i	-0.3
N#Cc1nc(-c2ccco2)oc1NCc1ccco1	-0.7	i	0.93
Cc1ccc(S(=O)(=O)N2CCN(S(=O)(=O)N(C)C)CC2)cc1	-0.5	i	-0.62
Cc1cc(CNC(=O)C2CCC(=O)N(CCc3cccc(F)c3)C2)nn1C (configuration not stated)	-1.6	i	-0.01
O=C1CC(N2CCSCC2)C(=O)N1c1ccc(Br)cc1 (configuration not stated)	0.6	i	0.99
COC(=O)CCCC1=CC2=CC(=O)C(C)(OC(=O)c3cccs3)C(=O)C2=CN1CC(C)C (configuration not stated)	0.2	i	-0.12
O=C(c1cn(CC2CCCCC2)nn1)N1CCN(c2ccc(F)cc2)CC1	/	i	-0.68
Cn1cc(/C=N/NC(N)=S)c2ccccc21	1.6	i	1.17
Cc1nc(COc2cccc(Cl)c2)sc1C(=O)/C=C/N(C)C	0.3	i	-0.37
O=C(NN1CCOCC1)c1ccc(Cl)cc1Cl	-2.8	i	-0.6

# More compounds.
SMILES	STK33 kinase inh	KCNQ2 inh	Kir21 block
Cc1ccc(SCCC(=O)OCC(=O)NCC2CCCCC2)cc1	4.3	i	0.17
CC(C)(C)C(=O)Nc1ccc(NC(=O)C(C)(C)C)cc1	-0.5	i	-0.4
Cc1ccc(-n2ncc3c2CCCC3NC(=O)c2ccoc2)cc1C (configuration not stated)	-0.8	i	-1.42
Cn1c(CCN2CCCCC2)nc2cc(NC(=O)NC3CCCCC3)ccc21	-2.7	i	0.86
CC(C)(C)NC(=O)Cn1nnc(-c2ccccc2NC(=O)c2ccco2)n1	-0.1	i	0.4
COc1ccc(OC)c(S(=O)(=O)Nc2ccc(OCC(=O)O)cc2)c1	-0.5	i	-0.15
CCOC(=O)C(CCCCC(NC(C)=O)(C(=O)OCC)C(=O)OCC)(NC(C)=O)C(=O)OCC	-3.0	i	2.72
O=C1CCCc2c1[nH]c1c(Br)cccc21	1.7	i	-1.38
Cn1cc(NC(=O)OCc2ccc(Cl)cc2)c(C(F)(F)F)n1	0.6	i	1.83
CC(C)c1ccccc1NC(=O)CNC(C)c1ccc(F)cc1 (configuration not stated)	-0.4	i	-5.51*
C=CCn1cc(Cl)c(=O)n(CC=C)c1=O	1.0	i	1.12
Cc1ccc(S(=O)(=O)NCc2ccccc2)cc1C(=O)N(C)Cc1ccc(F)cc1	0.2	i	-0.11
Cc1cccc(N2CCN(S(=O)(=O)c3cc4c(cc3Cl)NC(=O)CO4)CC2)c1C	-1.7	i	1.03
COc1cc(/C=N/NC(=O)CC2C(=O)NN=C2C)ccc1O (configuration not stated)	0.2	i	-1.44
O=C1CCCC2=C1C(c1ccsc1)CC(=O)N2c1ccccc1 (configuration not stated)	-2.4	i	-0.28
CCC1=NN2C(=N)/C(=C/c3cc(C)n(-c4ccccc4)c3C)C(=O)N=C2S1	0.5	i	-0.04
Cc1ccc(C(=O)Nc2cccc3ncccc23)cc1[N+](=O)[O-]	1.2	i	1.87
Cc1cc(C)cc(OCC(=O)Nc2cc(C)on2)c1	-1.0	i	0.87
Cc1ccc(NC(=O)COC(=O)CNC(=O)c2ccc(C)s2)cc1	-0.8	i	0.36
O=C(Nc1ccc([N+](=O)[O-])cc1)C1CC1(c1ccccc1)c1ccccc1 (configuration not stated)	2.6	i	0.72

# Other records
SMILES	STK33 kinase inh	KCNQ2 inh	Kir21 block
CCOC(=O)C1CCN(C(=O)c2ccc3c(c2)C(=O)N(c2ccccc2C)C3=O)CC1	0.2	i	0.06
CC(C)COC(=O)C1C2C=CC3(CN(C4CCCC4)C(=O)C13)O2 (configuration not stated)	0.4	i	0.51
CCOC(=O)c1c(C)[nH]c(C)c1C(=O)CSc1nc2ccccc2[nH]1	-1.3	i	0.81
O=C(NCC1CCCO1)c1ccc(/C=N/O)nc1 (configuration not stated)	0.1	i	-1.06
COc1cccc(S(=O)(=O)NCc2ccc3c(c2)OCO3)c1	0.1	i	0.26
Cc1cc(C)c(S(=O)(=O)N2CCN(C(=O)C(C)Cn3nc(C)nc3C)CC2)c(C)c1 (configuration not stated)	-0.2	i	-0.41
Cn1cnnc1SCC(=O)Nc1ccc(S(N)(=O)=O)cc1	-0.7	i	0.05
O=[N+]([O-])c1ccc(OCc2nnc(-c3ccccc3)o2)cc1	-1.2	i	1.52
CC(=O)c1cccc(NC(=S)N2CCN(CCN3C(=O)c4cccc5cccc(c45)C3=O)CC2)c1	-0.6	i	0.01

# Bioassay records (PubChem BioAssay)
